Bfl-1 Bim block = inhibitors of Bim binding to Bfl-1, primary screen, biochemical, multiplexed, bead-based flow cytometry; Bcl-2-related protein A1 (Homo sapiens), Q16548; Bim-Bfl-1 binding inhibition; inhibition, % at 10 µM; 190,000 compounds, 0.12% hits; AID 1008, 2008;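 also: 0% = wells without compound plus tracer and 100% = blocker peptide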
RGS8-Gao = RGS8-Galphao binding modulators, primary screen, biochemical, multiplexed bead flow cytometry; 220,000 compounds, 0.34% hits; AID 1423, 2008; actives lie on both sides; response (percent of control binding), % at 10 µM; in the data active = response below about 60% or above about 140%; inactive = in between;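 also: Galphao activated as the GDP aluminium fluoride complex binding bead-coupled RGS8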
Target sequence (P09471 whole entry, looked up): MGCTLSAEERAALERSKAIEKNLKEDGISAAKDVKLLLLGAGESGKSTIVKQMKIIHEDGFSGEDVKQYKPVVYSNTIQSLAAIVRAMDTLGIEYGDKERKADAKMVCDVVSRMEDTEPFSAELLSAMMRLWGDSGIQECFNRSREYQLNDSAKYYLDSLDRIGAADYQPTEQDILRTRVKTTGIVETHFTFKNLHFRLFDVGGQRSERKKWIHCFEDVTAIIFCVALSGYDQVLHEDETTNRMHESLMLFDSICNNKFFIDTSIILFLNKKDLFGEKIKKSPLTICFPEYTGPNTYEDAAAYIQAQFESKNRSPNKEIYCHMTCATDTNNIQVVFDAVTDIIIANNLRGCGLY
Bcl-2 Bim block = inhibitors of Bim-Bcl-2 binding, primary screen, biochemical, multiplexed, human Bcl-2 family; Apoptosis regulator Bcl-2 (Homo sapiens), P10415; Bead-based flow cytometry, Bim peptide-Bcl-2 binding; inhibition, % at 10 µM; 190,000 compounds, 0.06% hits; AID 950, 2007; in the data active = inhibition above about 40%; inconclusive = no clear call, values can overlap the other calls;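 also: 0% = no compound wells with probe peptide and 100% = reference peptide inhibitor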
Target sequence (P10415 whole entry, looked up): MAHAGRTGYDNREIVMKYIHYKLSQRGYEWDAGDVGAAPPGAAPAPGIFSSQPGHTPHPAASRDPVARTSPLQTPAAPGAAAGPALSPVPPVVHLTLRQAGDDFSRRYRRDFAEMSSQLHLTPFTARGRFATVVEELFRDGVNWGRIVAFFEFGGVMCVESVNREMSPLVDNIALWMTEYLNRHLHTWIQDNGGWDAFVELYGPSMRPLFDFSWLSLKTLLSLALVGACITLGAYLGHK
Mcl1-Bid inh = Mcl-1/Bid binding inhibitors, primary screen, biochemical, TR-FRET, 1536-well | TR-FRET Mcl-1/Bid-Dy647 peptide binding | inhibition, % at 21.7 µM | 220,000 compounds, 0.97% hits | AID 1021, 2008;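 active = compounds that cut the binding signal by more than half at the single screening dose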;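 also: His-tagged Mcl-1 with europium anti-His antibody binding Bid BH3 peptide; 0% = Mcl-1 plus peptide wells and 100% = peptide-only wells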
Bim-Bcl-W = inhibitors of Bim binding to Bcl-W, primary screen, biochemical, multiplexed, bead-based flow cytometry | Bcl-2-like protein 2 (Homo sapiens), Q92843 | Bim peptide-Bcl-W binding | inhibition, % at 10 µM | 190,000 compounds, 0.02% hits | AID 952, 2007;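 also: 0% = bound tracer without compound and 100% = peptide blocker; higher means less fluorescent Bim peptide bound to Bcl-W beads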
RGS7-Gao = RGS7-Galphao binding modulators, primary screen, biochemical, multiplexed bead flow cytometry; actives lie on both sides; binding response (% of control), % at 10 µM; 220,000 compounds, 0.35% hits; AID 1439, 2008; in the data active = binding response below about 49% or above about 150%; inconclusive = no clear call, values can overlap the other calls; inactive = in between;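 also: fluorescent Galphao held in activated GDP-AlF4 state binding bead-coupled RGS7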
Bim-Bcl-XL = inhibitors of Bim-Bcl-XL binding, primary screen, biochemical, multiplexed, bead flow cytometry, human Bcl-XL. Bim peptide-Bcl-XL binding, fluorescence. 190,000 compounds, 0.04% hits. Bcl-2-like protein 1 (Homo sapiens), Q07817. inhibition, % at 10 µM
Target sequence (Q07817 whole entry, looked up): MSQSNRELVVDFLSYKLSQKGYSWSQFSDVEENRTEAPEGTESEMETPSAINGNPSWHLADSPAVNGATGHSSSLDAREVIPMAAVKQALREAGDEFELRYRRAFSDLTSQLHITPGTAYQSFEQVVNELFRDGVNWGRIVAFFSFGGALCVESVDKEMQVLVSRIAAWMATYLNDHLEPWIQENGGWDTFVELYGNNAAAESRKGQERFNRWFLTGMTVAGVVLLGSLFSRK
GSH bead fluor = compound fluorescence on glutathione beads, profiling panel, artefact control, biophysical, 488/530 nm, flow cytometry | 190,000 compounds, 0.25% hits | GSH beads flow cytometry, compound fluorescence 488/530 nm; hits give high values | fluorescence (KMESF) at 10 µM | AID 1776, 2009; in the data active = fluorescence above about 89;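 also: glutathione beads carrying GST-tagged Bcl family fusion proteins plus one bare bead set; values are compound well signal with DMSO vehicle wells as background; inactives centre near 16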
Mcl-1 Bim block = inhibitors of Bim peptide binding to Mcl-1, primary screen, biochemical, bead-based flow cytometry, multiplex. Bim peptide-Mcl-1 binding. inhibition, % at 10 µM. 190,000 compounds, 0.1% hits. AID 1009, 2008;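 also: 0% = no compound tracer wells and 100% = peptide blocker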
RGS4-Gao reg = modulators of RGS4 binding to Galphao, primary screen, biochemical, multiplexed bead flow cytometry. Guanine nucleotide-binding protein G(o) subunit alpha (Homo sapiens), P09471. actives lie on both sides. binding response (% of control), % at 10 µM. 220,000 compounds, 0.33% hits. AID 1415, 2008; in the data active = binding response below about 49% or above about 150%; inactive = in between;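 also: fluorescent Galphao activated with aluminum fluoride binding bead-coupled RGS4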
Bim-Bcl-B = inhibitors of Bim-Bcl-B binding, primary screen, biochemical, multiplexed, human Bcl-2 family. Bcl-2-like protein 10 (Homo sapiens), Q9HD36. bead-based flow cytometry, Bim peptide-Bcl-B binding. inhibition, % at 10 µM. 190,000 compounds, 0.073% hits. AID 951, 2007;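 also: 0% = tracer peptide without compound and 100% = reference inhibitor peptide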
Target sequence (Q9HD36 whole entry, looked up): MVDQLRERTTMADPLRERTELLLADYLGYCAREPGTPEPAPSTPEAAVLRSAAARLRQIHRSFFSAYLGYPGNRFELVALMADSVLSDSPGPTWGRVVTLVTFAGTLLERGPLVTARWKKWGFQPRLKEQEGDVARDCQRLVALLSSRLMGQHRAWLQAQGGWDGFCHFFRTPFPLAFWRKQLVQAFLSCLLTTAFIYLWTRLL
Active calls of the source: *; ? = inconclusive; [ ] = dose if it differs, or a comment. Rule as the data show it, unless noted: active = inhibition above about 40%.

Start of the data: the first 2 entries as a preview:
SMILES	Bfl-1 Bim block	RGS8-Gao	Bcl-2 Bim block	Mcl1-Bid inh	Bim-Bcl-W	RGS7-Gao	Bim-Bcl-XL	GSH bead fluor	Mcl-1 Bim block	RGS4-Gao reg	Bim-Bcl-B
COc1cc(NC(=O)c2cccs2)c(C(=O)OCC(=O)NC(C)c2ccccc2)cc1OC (configuration not stated)	-11	97	-9	-21	1	97	-2	5	-7	95	-3
O=C1c2ccccc2C(=O)N1CC#CCN1CCN(C2CCCCC2)CC1	-6	100	-2	45	0	102	-12	35	0	97	-1

The listing, repeating the preview:
SMILES	Bfl-1 Bim block	RGS8-Gao	Bcl-2 Bim block	Mcl1-Bid inh	Bim-Bcl-W	RGS7-Gao	Bim-Bcl-XL	GSH bead fluor	Mcl-1 Bim block	RGS4-Gao reg	Bim-Bcl-B
COc1cc(NC(=O)c2cccs2)c(C(=O)OCC(=O)NC(C)c2ccccc2)cc1OC (configuration not stated)	-11	97	-9	-21	1	97	-2	5	-7	95	-3
O=C1c2ccccc2C(=O)N1CC#CCN1CCN(C2CCCCC2)CC1	-6	100	-2	45	0	102	-12	35	0	97	-1
O=c1c(Cc2ccc(F)cc2)c(O)ccn1CCCn1ccnc1	-3	101	-2	-36	0	?	-2	21	-1	101	-3
COc1ccc(N(CC(=O)NC2CCCC2)C(=O)Cn2nnc(-c3ccc(C)cc3)n2)cc1OC	-7	100	-2	-11	0	102	0	24	4	100	-3
COCCn1c(-c2ccccc2)nc(=S)c2c1CC(C)(C)OC2	-10	104	-8	-37	0	102	-3	36	1	101	-6
c1ccc(-c2cc(N3CCOCC3)nc(-c3ccccc3)n2)cc1	-9	103	-7	-28	0	102	0	14	3	105	-4
O=C(NCc1cccnc1)C1CCCN(S(=O)(=O)c2cccc3nsnc23)C1 (configuration not stated)	0	104	0	-1	0	101	-4	23	-3	100	-2
CCCCC(=O)NC(=S)Nc1ccccc1N1CCCCC1	0	100	1	-1	0	97	-4	11	-1	101	-5
O=C(NCCCCNC(=O)c1ccccn1)c1ccccn1	-4	105	1	-11	2	101	1	29	1	103	1
COc1cc2nc(CN3CCC(C(O)(c4ccccc4)c4ccccc4)CC3)[nH]c(=O)c2cc1OC	-7	98	-3	-24	-2	?	-5	16	0	99	-5
CCCC(=O)Nc1cc(-c2nn(C)c(=O)c3ccccc23)ccc1OC	-2	95	1	-13	-2	102	-5	22	-2	101	0
O=C(CCl)N(c1ccccc1)C1CCCCC1	-2	99	-4	7	-13	104	-14	9	-28	100	-8
Cc1cc(C)nc(SCNC(=O)c2ccc(F)cc2)n1	5	102	-1	-17	-4	110	-11	15	-1	101	-23
O=C(Nc1nc2ccc3ccccc3c2s1)c1ccc(N2CCCCC2)c([N+](=O)[O-])c1	-6	101	-6	-10	-3	102	-4	11	-2	102	-5
O=C(c1c(Cl)nc2sccn12)N1CCCc2ccccc21	-4	100	-2	-8	-3	101	-1	25	0	104	-4
O=C(NN=C1CCCCCC1)c1cc(-c2ccccc2)nc2ccccc12	0	99	0	-33	0	99	-3	8	0	96	-1
CCCC1CCc2c(sc(N)c2C(N)=O)C1 (configuration not stated)	-5	94	-4	-8	4	98	2	58	0	94	-11
O=C(COC(=O)Cc1cccc(C(F)(F)F)c1)Nc1cccc2ccccc12	-3	99	-1	-1	-2	100	-1	13	-2	98	-5
CCOc1cc(C=O)ccc1OCc1cc(=O)n2cc(C)ccc2n1	-3	103	0	2	0	101	0	10	0	102	-2
Cc1ccccc1C(=O)Nc1nnc(-c2ccncc2)o1	-5	94	-3	-34	-1	?	-3	20	-1	94	-1
CN1CCN(C(=O)c2ccc(COc3ccc(C(C)(C)C)cc3)o2)CC1	-1	107	-4	-5	-3	106	-1	23	-2	104	0
COC(=O)c1ccc(NC(=O)C(=O)c2cccn2C)cc1	4	105	4	8	2	?	0	12	0	108	3
CCn1c(SCC(=O)O)nnc1-c1ccccc1OC	-10	101	-4	3	0	100	0	55	-1	102	-4
Cc1ccc2nc(SCC(=O)c3ccc4c(c3)NC(=O)CO4)[nH]c2c1	-6	103	-4	-25	-2	114	-5	9	-2	103	-8
CC(=O)c1cccc(NS(=O)(=O)c2ccc(N/C=C\C(=O)c3ccc(C)cc3)cc2)c1	0	90	1	-21	1	264*[activator]	-1	12	2	138	3
Clc1cccc(Cl)c1CO/N=C/c1c(-c2ccccc2)nc2n1CCS2	0	100	1	-18	1	98	2	9	-2	100	-2
CCO[C@H]1OC(C(=O)O)=C[C@@H](C2CCCCC2)[C@@H]1CCCO	-5	96	-2	-5	2	105	0	19	0	104	-2
CCOc1ncccc1C(=O)OCC(=O)Nc1ccc2c(c1)OCO2	-1	100	-1	-9	0	?	-4	14	-2	103	-3
COc1ccc(N2CCN(C(=O)Cn3cnc4c(cnn4-c4ccccc4)c3=O)CC2)cc1	2	89	-5	-13	0	89	0	11	-2	80	-1
Cc1[nH]n(-c2ccc([N+](=O)[O-])cc2)c(=O)c1C=NCC1CCCO1 (configuration not stated)	-5	102	-4	-31	0	106	-2	23	-1	99	-2
Cc1nnc(SC(C)C(=O)Nc2ncc(Cl)cc2Cl)n1Cc1ccccc1 (configuration not stated)	-7	105	-3	-17	4	103	-2	14	3	104	-8
COc1ccc(-c2c3c(nc4sc(C(=O)Nc5cc(C)on5)c(N)c24)CCC3)cc1	1	100	0	-23	-2	98	0	13	-3	98	-7
O=S(=O)(CCc1nc2ccccc2s1)c1ccc2ccccc2c1	-11	96	-8	15	2	103	-16	67	-2	93	-9
O=S(=O)(NC1=NCCCCC1)c1cccs1	0	98	-1	-27	0	94	0	20	-1	97	0
CCOC(=O)CNc1nc(Cl)c(C#N)s1	1	101	4	-20	0	103	1	23	10	103	0
CCOc1ccccc1NC(=O)NC1(C(=O)N2CCN3CCCC3C2)CCCCC1 (configuration not stated)	-3	100	-2	-48	0	93	-5	14	-2	101	0
CCCCn1c(N)c(Sc2ccc(C)cc2)c(=O)[nH]c1=O	-12	95	-3	-7	0	92	-5	46	0	93	-9
CCN(CC)C(=O)C(=O)Nc1ccc(OC)c(Cl)c1	-8	105	-3	-14	-7	101	-6	25	-2	103	-5
CC(=O)Nc1ccc(NC(=O)c2cccc3c2-c2ccccc2C3=O)cc1	0	107	-3	-13	-12	140	-16	8	-25	109	-5
COc1ccc(C(c2nnnn2Cc2cccs2)N2CCC(C(N)=O)CC2)c(OC)c1 (configuration not stated)	-8	87	-7	-13	1	84	-3	13	0	84	-7

A draw from above in order of SMILES length, largest number first:
SMILES	Bfl-1 Bim block	RGS8-Gao	Bcl-2 Bim block	Mcl1-Bid inh	Bim-Bcl-W	RGS7-Gao	Bim-Bcl-XL	GSH bead fluor	Mcl-1 Bim block	RGS4-Gao reg	Bim-Bcl-B
O=C(NCc1cccnc1)C1CCCN(S(=O)(=O)c2cccc3nsnc23)C1 (configuration not stated)	0	104	0	-1	0	101	-4	23	-3	100	-2
CCOc1ccccc1NC(=O)NC1(C(=O)N2CCN3CCCC3C2)CCCCC1 (configuration not stated)	-3	100	-2	-48	0	93	-5	14	-2	101	0
CN1CCN(C(=O)c2ccc(COc3ccc(C(C)(C)C)cc3)o2)CC1	-1	107	-4	-5	-3	106	-1	23	-2	104	0
CCCC(=O)Nc1cc(-c2nn(C)c(=O)c3ccccc23)ccc1OC	-2	95	1	-13	-2	102	-5	22	-2	101	0
O=C1c2ccccc2C(=O)N1CC#CCN1CCN(C2CCCCC2)CC1	-6	100	-2	45	0	102	-12	35	0	97	-1
CCCCn1c(N)c(Sc2ccc(C)cc2)c(=O)[nH]c1=O	-12	95	-3	-7	0	92	-5	46	0	93	-9
O=c1c(Cc2ccc(F)cc2)c(O)ccn1CCCn1ccnc1	-3	101	-2	-36	0	?	-2	21	-1	101	-3
O=C(c1c(Cl)nc2sccn12)N1CCCc2ccccc21	-4	100	-2	-8	-3	101	-1	25	0	104	-4
Cc1cc(C)nc(SCNC(=O)c2ccc(F)cc2)n1	5	102	-1	-17	-4	110	-11	15	-1	101	-23
CCCCC(=O)NC(=S)Nc1ccccc1N1CCCCC1	0	100	1	-1	0	97	-4	11	-1	101	-5
CCn1c(SCC(=O)O)nnc1-c1ccccc1OC	-10	101	-4	3	0	100	0	55	-1	102	-4
O=C(CCl)N(c1ccccc1)C1CCCCC1	-2	99	-4	7	-13	104	-14	9	-28	100	-8

Next section.
SMILES	Bfl-1 Bim block	RGS8-Gao	Bcl-2 Bim block	Mcl1-Bid inh	Bim-Bcl-W	RGS7-Gao	Bim-Bcl-XL	GSH bead fluor	Mcl-1 Bim block	RGS4-Gao reg	Bim-Bcl-B
COc1ccc2[nH]c(C)c(CCN3C(=O)C4C5C=CC(C5)C4C3=O)c2c1 (configuration not stated)	-5	100	-5	-23	-4	105	-8	14	-4	101	-8
O=C(/C=C/c1ccccc1Cl)c1cccnc1	4	95	7	-12	6	101	5	13	5	105	4
COc1ccc(NC(=O)C2CCN(C(=O)c3cccs3)CC2)cc1	-12	103	-10	-6	-1	103	-7	12	-1	104	-9
Cc1cc(F)ccc1S(=O)(=O)Nc1ccccc1C(=O)Nc1ccccc1N1CCOCC1	-1	100	-2	-6	1	97	-1	14	-3	101	-2
O=C(NC(=S)NCc1cccnc1)c1cc2ccccc2o1	-8	97	-5	-18	-3	94	-8	17	-2	96	-5
CC(=O)N(C)c1ccc(OCC(O)Cn2c(C)nc3ccccc32)cc1 (configuration not stated)	-2	103	0	-15	-1	100	-3	14	-1	98	-4
CCn1ncc(C2=NOC(C(=O)NCc3ccc(OC)cc3)C2)c1C (configuration not stated)	-3	104	-3	-10	-3	105	0	16	-1	103	-2
CCOC(=O)Nc1nnc(-c2ccccc2OC)s1	-11	103	-10	21	-4	103	-9	20	-4	100	-4
CC(C)C(=O)Nc1ccc(C(=O)NN2C(=O)c3ccccc3C2=O)cc1	-18	101	-13	-3	-4	97	-4	9	-2	101	-7
CCOC(=O)c1ccc(NS(=O)(=O)c2cc(-c3nnnn3C(C)C)ccc2OC)cc1	-11	99	-4	-23	-2	98	-4	35	0	96	-6
COc1ccc(CC(=O)OCC(=O)NC(=O)NC2CCCCC2)cc1	-14	101	-11	-20	0	97	-3	24	-2	98	-7
Cn1c(C(=O)N2CCCC2)cc2c(=O)n(C)c3ccccc3c21	-11	101	-7	-16	-3	96	-3	18	-2	101	-8

Assay outcomes deposited in PubChem by several laboratories.
